Source: PubChem BioAssay
m-calpain inh – inhibitors of pig calpain II | purified calpain II, fluorogenic peptide substrate, 30 min | inhibition, % at 16 µM | 220,000 compounds, 0.37% hits | AID 1236;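 active = inhibition above about 50%, limit read from the data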
Rad51 HR inh – Rad51 (human) homologous recombination inhibition; Q06609; hRad51 DNA strand exchange, fluorescence dequenching; inhibition, % at 10 µM; 200,000 compounds, 0.085% hits;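 active = inhibition above 40% at the single screening dose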;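 also: 0% = DMSO control wells and 100% = blanks with heterologous ssDNA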
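Read-out basis: percent inhibition relative to plate controls and blanks / Assay system: human Rad51 nucleoprotein filaments preassembled on unlabelled ssDNA / Timing: filaments 15 min 37 °C, then compound 30 min / Control set: per-plate controls and blanks / Technique: fluorescence dequenching at 485/520 nm / Compound: 10 µM final, single point / Also added: Fluorescein- and BHQ1-tagged 47-mer duplex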
zVAD death inh – blocks zVAD induced death of L929 cells | L929 zVAD necroptosis rescue, ATP luminescence, 24 h; with zVAD 60 µM | viability rescue, % at 10 µM | 220,000 compounds, 0.38% hits | AID 1377;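 active = activation, scaled between plate controls, above about 75%, limit read from the data; inactive = activation under that limit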;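 also: 0% = zVAD with DMSO and 100% = DMSO alone without zVAD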
TNF necrop inh – TNF-alpha cell death inhibition in Jurkat FADD-/- cells; activation (protection from cell death), % at 10 µM; AID 463075; 220,000 compounds, 0.068% hits; Jurkat FADD-/- TNF necroptosis rescue, ATP luminescence, 24 h; 0 = TNF only, 100 = no-TNF cells;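 active = activation, meaning protection from cell death, of at least 50% relative to plate controls; inactive = activation below 50%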;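 also: necroptosis triggered by 40 ng/mL TNF-alpha added together with compound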
eIF4E-4G inh – eIF4E/eIF4G interaction inhibition in translation initiation. P63073+Q04637. TR-FRET eIF4E-eIF4GI(517-606) binding, 2 h. inhibition, % at 21.7 µM. 220,000 compounds, 0.37% hits. AID 782;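 active = inhibition above about 30%, limit read from the data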;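 also: 0% = full FRET control wells and 100% = background wells lacking eIF4GI fragment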
Cl transport mod – modulates chloride dependent transport by human KCC2 | Q9H2X9 | KCC2 cells, thallium flux FluoZin-2 fluorescence | B-score of Tl+ flux slope (higher = more flux/activation; lower = inhibition) at 10 µM | 190,000 compounds, 2.2% hits | AID 1456;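 active = thallium flux slope and its plate-corrected score both differing from the plate sample mean at a set confidence after two filtering rounds, in either direction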;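 also: slope of fluorescence scaled to starting intensity during 10 to 20 s after thallium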
EBV gp42 block – inhibitors of Epstein-Barr virus glycoprotein 42. Q1HVG2. Fluorescence polarization binding assay, mP read-out. inhibition, % (tested at 21.74 µM). 220,000 compounds, 0.42% hits; in the data active = inhibition above about 50%
Target sequence (Q1HVG2 whole entry, looked up): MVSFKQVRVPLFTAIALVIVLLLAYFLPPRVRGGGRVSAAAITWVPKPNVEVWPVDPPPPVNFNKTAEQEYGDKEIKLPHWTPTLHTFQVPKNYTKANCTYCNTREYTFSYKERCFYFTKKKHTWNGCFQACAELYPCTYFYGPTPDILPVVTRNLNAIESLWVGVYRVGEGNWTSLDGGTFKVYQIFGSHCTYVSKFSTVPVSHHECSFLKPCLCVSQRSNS
PERK inh – blocks human PERK kinase; Q9NZJ5; AID 1416; CHO PERK-DD fusion, SEAP luminescence translation reporter; inhibition, % at 5.6 µM; 220,000 compounds, 0.17% hits;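 active = inhibition above the mean inhibition of all tested compounds plus 3 SD, set separately per screening campaign, cut at about 2.9% in these data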;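 also: PERK kinase domain activated by AP20187 dimerizer at 100 nM; 0% = DMSO with dimerizer and 100% = rapamycin at 8.4 µM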
MDM2 E3 inh – Mdm2 E3 ligase (human) inhibition. Q00987. cell-based MDM2 ubiquitination luciferase reporter, 2 h; 0 = plate control, 100 = twice control, blank-subtracted. signal enhancement, % at 5 µM. 210,000 compounds, 0.11% hits. AID 1230;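 active = signal enhancement of 30% or more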;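 also: luminescence tracks abundance of the self-degrading MDM2-luciferase fusion protein; higher signal means inhibition of MDM2 E3 ligase activity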
Target sequence (Q00987 whole entry, looked up, the tested form may be a part): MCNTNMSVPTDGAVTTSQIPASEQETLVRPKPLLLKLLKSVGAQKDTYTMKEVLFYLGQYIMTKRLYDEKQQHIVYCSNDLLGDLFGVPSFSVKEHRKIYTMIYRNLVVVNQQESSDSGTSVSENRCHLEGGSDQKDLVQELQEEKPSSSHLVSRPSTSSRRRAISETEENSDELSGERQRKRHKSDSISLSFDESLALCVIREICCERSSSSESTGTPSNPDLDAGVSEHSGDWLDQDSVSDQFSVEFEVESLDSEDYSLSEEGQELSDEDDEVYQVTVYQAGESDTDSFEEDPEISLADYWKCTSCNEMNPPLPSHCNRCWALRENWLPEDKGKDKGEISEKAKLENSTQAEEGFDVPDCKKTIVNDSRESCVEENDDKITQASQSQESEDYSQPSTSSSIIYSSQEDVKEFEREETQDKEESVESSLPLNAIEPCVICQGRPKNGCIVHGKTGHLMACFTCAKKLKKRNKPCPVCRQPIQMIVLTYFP
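test system = mammalian cells stably expressing self-ubiquitinating, self-degrading MDM2 E3–luciferase fusion | quantity = 2000 cells/well | incubation = cell settling 4 h, compound treatment 2 h, both 37 °C | signal = luminescence with SteadyLite reagent, 15 min at room temperature | evaluation = % enhancement relative to plate controls after blank subtraction | benchmarks = plate controls and plate blanks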
Numbers without * were called inactive; . = not tested or not shown; [ ] = remark or other dose. Random draw from the library; 3.6% or so of the library scored in one or more.

SMILES	m-calpain inh	Rad51 HR inh	zVAD death inh	TNF necrop inh	eIF4E-4G inh	Cl transport mod	EBV gp42 block	PERK inh	MDM2 E3 inh
Cn1cccc1/C=N/NC(=O)Cc1cccc2ccccc12	8	15	-0.5	-1.7	2	-0.92	1	0.7	-11
Nc1ccc2oc(-c3ccccc3Cl)cc(=O)c2c1O	-3	-4	13	-1.0	5[fluorescence artefact?]	-2	-10	0.2	.
CC(C)Nc1nc(NC(C)C)nc(OCCOC(=O)Nc2ccccc2)n1	20	5	0.6	1.3	-11	.	-13	-0.2	-6
CCC(C(=O)Nc1ccc2c(c1)OCCO2)c1ccccc1 (centres undefined)	-5	-4	0.8	0.0	-2	-0.56	7	-0.9	.
O=C(CS(=O)(=O)c1c[nH]c2ccccc12)N1CCc2ccccc21	-11	.	-0.1	-0.2	4	-1.3	-17	0.3	-2
Cn1c(C2CCCN2C(=O)OC(C)(C)C)n[nH]c1=S (centres undefined)	-47	-1	0.9	0.3	-4	.	5	0.2	-13
O=C(Nc1nc(-c2ccc3c(c2)OCO3)cs1)c1ccncc1	-34	3	4.1	-9.3	0[fluorescence artefact?]	-0.00069	-10	0.0	-1
S=c1[nH]nc(Cn2cnc3ccccc32)n1-c1ccccc1	12	1	2.3	-0.5	-3	0.99	-7	0.0	-6
O=C(CN(C1CCCCC1)S(=O)(=O)c1ccc(F)cc1)Nc1ccc2c(c1)OCO2	11	-4	-0.9	-0.5	-3	1.1	7	-1.0	-7
O=C(O)CCC(=O)NNC(=O)CCC(=O)Nc1ccccc1	-8	-15	20	-0.1	2	-0.98	-13	0.3	-8
COC(=O)c1sc(S(=O)(=O)N2CCC(C(=O)O)CC2)c(C(=O)OC)c1C	-3	-3	83*	0.0	3	0.45	-22	1.1	-1
CCc1ccc(-c2nc(CSCC(=O)N3CCN(c4ncccn4)CC3)c(C)o2)cc1	-14	.	1.1	-8.3	0	.	5	-1.4	-2
CC(=O)Nc1ccc(S(=O)(=O)NCCSCc2cccc(Cl)c2)cc1	9	.	0.6	1.1	-4	-1.7	5	0.2	.
CCOC(=O)C1=C(C)OC(N)=C(C#N)C1c1cncc(-c2ccc(F)cc2)c1 (centres undefined)	-11	0	1.2	-2.3	1	-1.4	-8	-0.1	-4
O=C(Nc1cc(S(=O)(=O)N2CCCC2)ccc1OCC(F)(F)F)c1ccc(F)cc1	-12	9	1.2	1.6	17	0.22	3	0.6	4
CC(C)(C)C(=O)Cn1ncc(Br)c(Br)c1=O	-4	12	62	-15	1	-1.1	-10	1.4	-5
Nc1cc2c(cc1[N+](=O)[O-])OCCOCCOCCO2	-21	-2	1.6	0.1	1	.	3	0.5	-2
Cc1nn(CC(=O)NCc2ccccc2)c(=O)c2ccccc12	-15	0	1.2	-0.2	1[fluorescence artefact?]	1.1	-6	-0.6	-5
Cn1c(CNS(=O)(=O)c2ccc(Cl)cc2)n[nH]c1=S	3	-9	0.3	-1.9	-4	2	-12	0.4	-4
Cc1ccc(C(=O)NNC(=O)CSc2nnc(-c3ccncc3)n2-c2ccc(C)cc2)cc1	-1	-3	-0.3	-1.8	-1[fluorescence artefact?]	.	-18	1.2	0
Cc1ccc(Nc2nnc(-c3ccc4c(c3)OCO4)o2)c(C)c1	7	2	1.6	4.9	2	-0.73	-10	1.4	-1
CN(Cc1ccccn1)C(=O)CC1C(=O)NCCN1Cc1cccc(Oc2ccccc2)c1 (centres undefined)	-19	-37	-0.6	-0.1	0	-0.2	0	0.8	-21
CCS(=O)(=O)c1ccc(N)cc1	1	-7	0.0	0.1	0	1.4	-2	0.8	-2
COc1ccc(-c2cc(-c3ccccc3)n[nH]2)c(O)c1	12	7	66	6.4	1	-0.33	24	0.6	-1
CCN1CCN(CC(=O)NC2CCCCC2)C(=O)C1=O	4	-4	0.4	0.8	0	0.33	-7	2.1	-12
CCN(CC)S(=O)(=O)c1cccc(-c2nnc(SCC(N)=O)n2C)c1	-15	6	2.0	-0.7	-1	0.92	-9	1.4	-1
CCCCOC(=O)/C=C\C(=O)OCCCC	4	0	1.1	3.1	-15	0.22	-13	.	-63
CN1CCN(c2ccc(S(=O)(=O)N3CCCCC3)cc2NC(=O)Cc2ccc(Cl)cc2)CC1	19	-3	-0.1	3.7	1	-0.2	-32	-1.4	-8
N#Cc1nc(COc2ccccc2F)oc1NCCc1ccccc1	10	.	2.5	-1.0	8	.	-12	0.8	14
CN(C)S(=O)(=O)NCCNc1ccc(C(F)(F)F)cc1[N+](=O)[O-]	-6	8	5.1	0.5	0	-0.04	3	-0.1	-2
O=C(c1cccs1)n1nc(-c2cccnc2)nc1NCc1ccco1	11	3	2.0	0.6	0	0.15	4	-0.6	-25
COc1ccc(-c2oc3ncn(Cc4ccco4)c(=N)c3c2-c2ccc(OC)cc2)cc1	-4	1	-0.1	-2.5	-3	1.1	-32	-1.1	1
COc1cc(OC)cc(C(=O)NCC(=O)OCC(=O)Nc2cc(S(C)(=O)=O)ccc2Cl)c1	15	-3	-0.7	0.0	7	-0.6	0	0.1	-2
Cc1cccc[n+]1CC(=O)c1ccc2c(c1)OCCO2	-22	3	0.5	1.6	0	-0.066	5	1.1	6
CCc1nc(SCC(=O)Nc2c(C)nn(C)c2C)c2cnn(-c3ccccc3)c2n1	-41	.	-0.2	-2.6	6	-0.096	-13	0.5	-6
CCN(CC(=O)Nc1c(C(=O)OC)[nH]c2ccc(Cl)cc12)c1ccc2c(c1)OCO2	-6	-11	3.4	-5.8	-20	0.21	11	-1.9	-27
CCOC(=O)N1CCN(C(=O)c2ccc3c(c2)N(Cc2ccc(C)cc2)CCS3)CC1	-438	-4	0.5	-3.9	5	-1.5	-2	-1.0	-15
CCOC(=O)N1CCC(c2[nH][nH]c(=O)c2C)CC1	-31	3	0.0	-0.5	1[fluorescence artefact?]	0.39	-7	1.1	-3
COCCNC(=O)Nc1ccc2c(c1)N(C)C(=O)c1ccccc1S2	-15	0	3.3	0.7	0	0.037	-15	0.8	5
COC(=O)c1ccc(C(=O)OCCCc2nc3ccc(N)cc3[nH]2)cc1	-14	-3	0.1	1.1	6	-1	-24	0.5	7
CC1CC(C)CN(C(=O)c2ccc(N3CC4CC(C3)c3cccc(=O)n3C4)c([N+](=O)[O-])c2)C1 (centres undefined)	4	5	-0.7	1.0	3[fluorescence artefact?]	-0.35	-9	0.2	-12
COc1ccc(-n2c(CNC(=O)COc3ccc(Cl)cc3)n[nH]c2=S)cc1	28	2	-0.1	-0.3	-3	0.024	6	-0.4	-8
CSc1nc(Oc2ccc(=O)[nH]n2)nc(N(C)C)n1	-7	1	-0.2	-0.2	-4	.	-11	-0.1	-18
O=c1c(C/C=C/c2ccccc2)c(O)ccn1Cc1cccc(Cl)c1	-17	-31	0.4	1.2	0	-0.098	0	0.8	-5
CN1CCN(CCCNC(=O)c2ccc(/C=C3/Sc4ccccc4N(Cc4cccc(Cl)c4)C3=O)cc2)CC1	-48	.	3.8	-12	18	0.6	0	1.3	5
O=C(Cc1c(F)cccc1Cl)Nc1ccncc1	-3	-1	-0.1	-0.6	5	.	11	1.3	-25
Cc1cccc(C(=O)N[C@H](C(=O)Nc2ncc(C)s2)C(C)C)c1	15	0	66	2.7	8	0.8	-10	0.8	-2
CCc1ccc(C(=O)NNc2ccc(F)cc2F)cc1	-17	-1	-0.6	-2.0	-2	-0.33	-11	1.8	6
NC(Cc1ccc(O)cc1)c1cn([C@@H](CCC(=O)O)C(=O)N2CCNCC2)nn1 (some centres undefined)	-3	-2	0.4	0.2	0	0.82	-8	1.6	.
CC(=O)N1CCN(c2ccc(NC(=O)c3ccc4c(c3)OCCO4)cc2Cl)CC1	38	-6	9.0	-1.2	-3	.	-1	-0.7	1
O=C(c1cccc(N2C(=O)C3C4C=CC(C4)C3C2=O)c1)N1CCCCCC1 (centres undefined)	-32	-24	0.0	0.7	2	-0.7	1	-0.7	-2
O=C(NCc1ccco1)c1ccc(Cn2cc([N+](=O)[O-])cn2)o1	-17	-6	-0.1	-1.8	3	1.4	-20	-1.9	-5

Quoted at random: 2 compounds from above.
SMILES	m-calpain inh	Rad51 HR inh	zVAD death inh	TNF necrop inh	eIF4E-4G inh	Cl transport mod	EBV gp42 block	PERK inh	MDM2 E3 inh
O=C(c1cccc(N2C(=O)C3C4C=CC(C4)C3C2=O)c1)N1CCCCCC1 (centres undefined)	-32	-24	0.0	0.7	2	-0.7	1	-0.7	-2
Cc1cccc(C(=O)N[C@H](C(=O)Nc2ncc(C)s2)C(C)C)c1	15	0	66	2.7	8	0.8	-10	0.8	-2

In the list so far, these have an NH in an aromatic ring:
SMILES	m-calpain inh	Rad51 HR inh	zVAD death inh	TNF necrop inh	eIF4E-4G inh	Cl transport mod	EBV gp42 block	PERK inh	MDM2 E3 inh
O=C(CS(=O)(=O)c1c[nH]c2ccccc12)N1CCc2ccccc21	-11	.	-0.1	-0.2	4	-1.3	-17	0.3	-2
Cn1c(C2CCCN2C(=O)OC(C)(C)C)n[nH]c1=S (centres undefined)	-47	-1	0.9	0.3	-4	.	5	0.2	-13
S=c1[nH]nc(Cn2cnc3ccccc32)n1-c1ccccc1	12	1	2.3	-0.5	-3	0.99	-7	0.0	-6
Cn1c(CNS(=O)(=O)c2ccc(Cl)cc2)n[nH]c1=S	3	-9	0.3	-1.9	-4	2	-12	0.4	-4
COc1ccc(-c2cc(-c3ccccc3)n[nH]2)c(O)c1	12	7	66	6.4	1	-0.33	24	0.6	-1
CCN(CC(=O)Nc1c(C(=O)OC)[nH]c2ccc(Cl)cc12)c1ccc2c(c1)OCO2	-6	-11	3.4	-5.8	-20	0.21	11	-1.9	-27
CCOC(=O)N1CCC(c2[nH][nH]c(=O)c2C)CC1	-31	3	0.0	-0.5	1[fluorescence artefact?]	0.39	-7	1.1	-3
COC(=O)c1ccc(C(=O)OCCCc2nc3ccc(N)cc3[nH]2)cc1	-14	-3	0.1	1.1	6	-1	-24	0.5	7
COc1ccc(-n2c(CNC(=O)COc3ccc(Cl)cc3)n[nH]c2=S)cc1	28	2	-0.1	-0.3	-3	0.024	6	-0.4	-8
CSc1nc(Oc2ccc(=O)[nH]n2)nc(N(C)C)n1	-7	1	-0.2	-0.2	-4	.	-11	-0.1	-18
